Y pestis TopoI: Yersinia pestis topoisomerase I inhibitors, primary screen, biochemical, cleavage product accumulation, plate reader, single point; activity, % at 10 µM; DNA topoisomerase I (Yersinia pestis CO92); hit rate 0.064% among 360,000; Y. pestis Topo-I cleavage product accumulation; in the data active = activity above about 50%, passing the limit was not always enough; inconclusive = no clear call, values can overlap the other calls; note: inactives centre near 2
BoNT-F LC inh: BoNT/F light chain protease inhibitors, primary screen, biochemical, flow cytometry, MLPCN library. Multiplex microsphere protease cleavage assay. inhibition, % at 10 µM. hit rate 0.22% among 360,000; in the data active = inhibition above about 35%, passing the limit was not always enough; inconclusive = no clear call, values can overlap the other calls; note: plate controls were buffer without enzyme for full effect and enzyme alone for no effect
PfHsp40 rescue: rescue of yeast from PfHsp40 toxicity, primary screen, S. cerevisiae, ATP luminescence; hit rate 0.68% among 340,000; S. cerevisiae expressing PfHsp40, growth rescue; growth rescue, % at 12.5 µM; in the data active = growth rescue above about 28%, passing the limit was not always enough; inconclusive = no clear call, values can overlap the other calls;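 note: yeast W303a lacking pdr1 and pdr3 grown in galactose medium; growth measured after three days at 30 °C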
CCHF vOTU inh: CCHFV vOTU protease inhibitors, primary screen, biochemical, Pep-AMC substrate, fluorescence. Crimean-Congo hemorrhagic fever virus L polyprotein viral ovarian tumor (vOTU) protease …. inhibition, % at 11.5 µM. hit rate 0.55% among 370,000. AID 651958, 2012; in the data active = inhibition above about 30%; note: 0% = vehicle wells with enzyme and 100% = no enzyme wells
TcdB GH inh: TcdB glycohydrolase inhibitors, primary screen, biochemical, single point, plate reader; Toxin B (Clostridioides difficile), P18177; TcdB glycohydrolase enzymatic assay; inhibition, % at 9.99 µM; hit rate 0.24% among 350,000; in the data active = inhibition above about 10%
Anthrax LF prot: Bacillus anthracis LF protease inhibitors, primary screen, biochemical, multiplex microsphere, MLPCN library. multiplex microsphere protease cleavage assay. AID 588501, 2011. hit rate 0.12% among 360,000. inhibition, % at 10 µM. Lethal factor (Bacillus anthracis), P15917; note: plate controls were buffer without enzyme for full effect and enzyme alone for no effect
Target sequence (P15917 whole entry, looked up): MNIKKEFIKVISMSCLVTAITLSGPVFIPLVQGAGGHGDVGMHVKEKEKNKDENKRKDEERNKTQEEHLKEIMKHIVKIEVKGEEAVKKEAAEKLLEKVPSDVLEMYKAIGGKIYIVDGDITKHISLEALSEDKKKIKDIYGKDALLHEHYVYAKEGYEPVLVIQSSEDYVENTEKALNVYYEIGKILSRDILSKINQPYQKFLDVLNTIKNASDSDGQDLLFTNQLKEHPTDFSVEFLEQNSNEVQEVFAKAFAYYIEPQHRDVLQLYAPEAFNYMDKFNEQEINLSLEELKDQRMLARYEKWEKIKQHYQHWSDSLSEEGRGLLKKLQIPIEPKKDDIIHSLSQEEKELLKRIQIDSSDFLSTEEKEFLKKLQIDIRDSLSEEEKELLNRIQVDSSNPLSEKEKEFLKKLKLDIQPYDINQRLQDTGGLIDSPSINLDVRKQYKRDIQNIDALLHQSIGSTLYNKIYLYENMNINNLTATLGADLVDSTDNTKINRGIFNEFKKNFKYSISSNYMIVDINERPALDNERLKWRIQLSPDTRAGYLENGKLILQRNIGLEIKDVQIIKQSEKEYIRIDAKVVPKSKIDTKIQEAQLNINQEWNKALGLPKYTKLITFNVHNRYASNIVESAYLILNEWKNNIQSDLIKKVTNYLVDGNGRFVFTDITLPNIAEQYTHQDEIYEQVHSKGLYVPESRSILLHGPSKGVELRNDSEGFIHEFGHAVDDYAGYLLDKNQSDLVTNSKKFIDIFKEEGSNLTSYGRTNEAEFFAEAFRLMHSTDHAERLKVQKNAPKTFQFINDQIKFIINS
BoNT-A LC inh2: BoNT/A light chain protease inhibitors, primary screen, biochemical, flow cytometry, MLPCN library | Botulinum neurotoxin type A light chain protease (Clostridium botulinum A str. ATCC 3502) | inhibition, % at 10 µM | multiplex microsphere protease substrate cleavage | AID 588499, 2011 | hit rate 0.17% among 360,000; note: plate controls were buffer without enzyme for full effect and enzyme alone for no effect
FadD28 FP inh: inhibitors of FadD28 bisubstrate probe binding, primary screen, biochemical, fluorescence polarization, single point; AID 588549, 2011; inhibition, % at 12.5 µM; hit rate 0.22% among 360,000; in the data active = inhibition above about 8.5%, passing the limit was not always enough; inconclusive = no clear call, values can overlap the other calls
PrPC TRFRET: inhibitors of human cell surface prion protein PrPC, primary screen, cell-based, TR-FRET; Major prion protein (Homo sapiens), P04156; TR-FRET read-out; inhibition, % at 13.8 µM; hit rate 0.43% among 370,000; in the data active = inhibition above about 24%; note: 0% = median of the test wells and 100% = reference compound wells
Starred values were filed as active, the others as inactive; ? = inconclusive; nt = not tested or not shown; & = joins results of further samples. Cut-off read from the data, not from the text of the source, unless noted: active = inhibition above about 30%; inconclusive = no clear call, values can overlap the other calls; inactive = below that.

The first 11 records, to show the layout:
SMILES	Y pestis TopoI	BoNT-F LC inh	PfHsp40 rescue	CCHF vOTU inh	TcdB GH inh	Anthrax LF prot	BoNT-A LC inh2	FadD28 FP inh	PrPC TRFRET
COc1ccccc1N(C)S(=O)(=O)c1ccc(C(=O)NCc2ccccc2CN2CCCC2)cc1	5	0	1.0	11	0.1	0	0.2	-2.4	-12
COc1ccc(/C=N/NC(=O)c2nn(-c3ccccc3)c(=O)c3c(N)scc23)cc1	-10	-6	2.0	50*	nt	?	3.8	-0.5	-33
CCOC(=O)c1oc2cc(C)cc(O)c2c(=O)c1-c1csc(C)n1	-4	-1	0.1	8	nt	1	-0.5	-0.2	3
Cc1cccc(CSc2ncnc3nc[nH]c23)c1	-4	4	-0.5	11	2.6	-9	0.1	-4.4	4
Cc1cc(C(F)F)nn1CC(=O)NC1CCCC1	1	-1	-0.8	12	-2.0	-2	-1.4	0.0	-8
COc1cc(C2CC(=O)N(CC(=O)NCC3CCCO3)c3ccccc3S2)cc(OC)c1OC (stereo not given)	-3	-1	-1.6	7	1.0	1	-0.4	-4.3	6
CCc1ccc(C(=O)NC(C(=O)NCC2CCCO2)C(C)C)cc1 (stereo not given)	-2	-4	1.9	-2	0.6	0	-0.2	0.0	8
CCOC(=O)C1(CCOc2ccccc2)CCN(Cc2cccc(OC)c2O)CC1	14	?	0.0	4	0.1	11	-0.4	-2.7	-2
CCOC(=O)C(C)On1c(-c2ccc(Cl)cc2)nc2ccc([N+](=O)[O-])cc21 (stereo not given)	-19	-10	-0.2	9	nt	-2	0.4	-3.1	-2
O=C(O)c1ccccc1OCC1CCCO1 (stereo not given)	-8	16	1.6	7	-0.2	-16	-1.5	-5.1	5
Cc1cc(Oc2cnn(C(C)(C)C)c(=O)c2Cl)cc(C(C)C)c1	4	-4	0.5	6	nt	-12	-0.8	1.1	3

This part in full, repeating the preview:
SMILES	Y pestis TopoI	BoNT-F LC inh	PfHsp40 rescue	CCHF vOTU inh	TcdB GH inh	Anthrax LF prot	BoNT-A LC inh2	FadD28 FP inh	PrPC TRFRET
COc1ccccc1N(C)S(=O)(=O)c1ccc(C(=O)NCc2ccccc2CN2CCCC2)cc1	5	0	1.0	11	0.1	0	0.2	-2.4	-12
COc1ccc(/C=N/NC(=O)c2nn(-c3ccccc3)c(=O)c3c(N)scc23)cc1	-10	-6	2.0	50*	nt	?	3.8	-0.5	-33
CCOC(=O)c1oc2cc(C)cc(O)c2c(=O)c1-c1csc(C)n1	-4	-1	0.1	8	nt	1	-0.5	-0.2	3
Cc1cccc(CSc2ncnc3nc[nH]c23)c1	-4	4	-0.5	11	2.6	-9	0.1	-4.4	4
Cc1cc(C(F)F)nn1CC(=O)NC1CCCC1	1	-1	-0.8	12	-2.0	-2	-1.4	0.0	-8
COc1cc(C2CC(=O)N(CC(=O)NCC3CCCO3)c3ccccc3S2)cc(OC)c1OC (stereo not given)	-3	-1	-1.6	7	1.0	1	-0.4	-4.3	6
CCc1ccc(C(=O)NC(C(=O)NCC2CCCO2)C(C)C)cc1 (stereo not given)	-2	-4	1.9	-2	0.6	0	-0.2	0.0	8
CCOC(=O)C1(CCOc2ccccc2)CCN(Cc2cccc(OC)c2O)CC1	14	?	0.0	4	0.1	11	-0.4	-2.7	-2
CCOC(=O)C(C)On1c(-c2ccc(Cl)cc2)nc2ccc([N+](=O)[O-])cc21 (stereo not given)	-19	-10	-0.2	9	nt	-2	0.4	-3.1	-2
O=C(O)c1ccccc1OCC1CCCO1 (stereo not given)	-8	16	1.6	7	-0.2	-16	-1.5	-5.1	5
Cc1cc(Oc2cnn(C(C)(C)C)c(=O)c2Cl)cc(C(C)C)c1	4	-4	0.5	6	nt	-12	-0.8	1.1	3
COc1ccc(N2Cc3cccc(C(=O)O)c3C2=O)cc1	3	2	-1.1	nt	nt	4	-0.5	0.2	nt
Cc1ccc(Nc2ncnc(Cl)c2N)cc1	2	3	-0.9	-10	0.4	0	-0.1	-1.3	2
Cc1csc(NC(=O)c2cc(C)on2)n1	3	-2	-1.8	12	-0.3	-2	-1.6	-2.2	10
Cc1cccc(C(=O)NC(=S)N2CCN(c3ccc([N+](=O)[O-])cc3)CC2)c1	3	-7	-0.6	-6	-1.5	0	-0.1	-3.4	-4
NC(=O)CSCc1cccc(Br)c1	-1	-26	0.0	2	nt	-8	-2.0	-4.7	-4
Cc1cc2c(=O)n(C)c(SCC(=O)NCC3CCCO3)nc2s1 (stereo not given)	2	-3	-0.6	-2	1.2	-10	-0.9	-2.6	-7
CCCC(=O)N1CCC1(C)C(=O)NS(=O)(=O)c1ccccc1 (stereo not given)	-4	0	nt	-9	0.7	-6	0.0	0.7	-4
Cc1ccc(-c2nnn(CC(=O)N(CC3CCCO3)C(C(=O)NCC3CCCO3)c3ccc(F)cc3)n2)o1 (stereo not given)	-2	-10	0.2	6	nt	2	0.1	0.8	-5
CCC(CC)C(=O)c1c[nH]c(C(=O)NN)c1	4	0	-0.2	-6	-9.1	1	-0.8	-0.9	16
Cc1ccc(S(=O)(=O)CCC(=O)N2CCN(c3ccccc3F)CC2)cc1	11	6	0.6	6	-0.4	-1	3.5	-3.1	-3
O=S(=O)(O)c1cccnc1SCc1ccccc1	5	?	-1.5	-4	-0.1	-2	3.5	-1.8	-2
COc1ccccc1CN(C)C(=O)CN1CCN(C(=O)c2cccs2)CC1	10	nt	-0.8	0	3.3	nt	nt	0.2	-8
Cc1ccccc1NC(=O)NC1(C(=O)NCc2ccco2)CCCCC1	9	6	0.5	-1	1.7	12	0.5	nt	6
Cc1ccc(NC(=O)CCNC(=O)c2ccc(Cl)cc2)cc1C	6	-18	-1.2	-9	-0.7	14	-2.1	-1.8	3
CC(=O)c1cc2c(cc1NS(=O)(=O)c1cccc(C(=O)O)c1)OCO2	-5	1	-1.2	10	1.5	9	1.6	-1.4	-5
COc1cc2c(cc1OC)CN(C(=O)CCC(=O)c1ccc(F)cc1)CC2	13	-12	-0.1	7	0.8	-2	-0.6	-1.7	-1
CCCCCC(=O)Nc1cccc(C2=NOC3(C2)C[C@H](C(N)=O)N(C(=O)c2ccccc2)C3)c1 (stereo not given in full)	7	-4	-0.1	-5	nt	-6	-1.5	-3.7	3
O=C(CNS(=O)(=O)c1ccccc1F)OCC(=O)c1c[nH]c2ccccc12	1	-1	-0.4	18	1.4	7	3.0	-0.8	6
CN(C)c1ccc(/C=N/NC(=O)CN(c2ccccc2Cl)S(C)(=O)=O)cc1Br	3	4	1.1	12	nt	0	0.5	-0.7	4
COc1ccc(C2=Nc3ccccc3OC2)cc1	-11	9	-1.5	12	nt	6	4.5	-1.5	1
COC(=O)[C@@]1(Cc2ccccc2)[C@H]2C(=O)N(C)C(=O)[C@H]2[C@H]2CN=C(SC)N21	7	-3	-1.4	-7	1.9	0	0.3	0.7	-3
O=[N+]([O-])c1cccc(-c2ccc(/C=N/n3c(-c4ccccc4)n[nH]c3=S)o2)c1	-6	-1	2.3	-11	0.4	0	0.7	-5.1	-8
O=C(Nc1nnc(COc2ccc(Cl)cc2)s1)c1ccco1	9	-2	0.0	-11	1.8	0	0.0	1.3	-2
CCOc1ccccc1NC(=O)COc1cccnc1[N+](=O)[O-]	3	10	21	2	1.0	-7	1.4	-4.0	-3
Cc1cc(-c2cn3ccccc3n2)c(C)n1-c1ccccc1	12	-9	1.0	-21	0.8	-7	0.1	-0.9	-11
Cc1nc2cc(Nc3nnc(-c4ccccc4)c4ccccc34)ccc2n1C	8	0	-1.3	-7	nt	-2	0.4	-0.3	-17
Cc1ccc2nc(Nc3nc(-c4ccccc4)cc(=O)[nH]3)nc(C)c2c1	?	-6	-1.1	9	nt	0	-0.4	0.9	9
COc1ccccc1CCNC(=O)C(=O)c1cn(CC(=O)N2CCCC2)c2ccccc12	6	-5	-1.8	-5	-0.5	0	-2.9	-4.1	4
O=C(Cc1ccccc1)NCCc1cccc(Cl)c1	6	10	-0.1	-1	nt	3	-0.8	-0.1	4
COc1ccc(NC(=S)NCCCN2CCCC2)cc1Cl	2	1	-1.6	5	0.6	-3	0.0	-1.4	2
Cc1c(/C=N/NC(=O)c2ccc(O)cc2)c2ccccn2c1C(=O)c1ccc(F)cc1	-5	-10	-1.8	1	nt	0	1.1	-0.9	-4
CCOC(=O)c1c(-c2ccccc2Cl)cn2ccccc12	17	3	-0.3	-37	nt	-8	1.5	-4.2	1
COc1ccc2c(c1)C(=O)/C(=C/C=C/c1ccccc1)CC2	15	6	0.4	14	nt	14	17	-3.3	5
CCOC(=O)C1CCCN(Cc2nc(Cc3cccc(F)c3)no2)C1 (stereo not given)	0	-3	-0.2	8	0.5	-8	-1.1	-4.0	-3
C[C@H](CO)N1C[C@H](C)[C@@H](CN(C)Cc2ccncc2)Oc2c(NC(=O)C3CC3)cccc2C1=O	10	-1	-1.3	-9	0.6&1.2	10	0.1	0.5	-5
Cc1cccc(C)c1NC(=O)CCCSc1nnc(-c2ccco2)o1	0	9	-0.9	0	nt	-8	0.6	-1.1	-7
O=C(NC1CCCCC1)N1CCCC(c2nc(-c3cccs3)no2)C1 (stereo not given)	-1	-7	-0.3	18	1.7	1	0.2	-1.4	8
COc1cc2c(cc1OC)CN(CC(=O)Nc1ccc(Cl)c(S(=O)(=O)N(C)C)c1)CC2	15	-7	-0.9	nt	nt	-4	-1.5	-3.7	nt
COc1ccccc1CNc1nc(S(=O)(=O)c2ccccc2)c(Cl)s1	-2	5	0.8	7	nt	4	0.1	-6.6	-1
COCCC1CCCCN1Cc1cn(-c2ccccc2)nc1-c1ccc2c(c1)OCO2 (stereo not given)	8	-2	0.1	3	0.5	-4	-0.4	-1.7	-5
CC1CCCC(C)N1CCCNC(=O)Cn1c(=O)c2cccn2c2cccnc21 (stereo not given)	3	-14	-1.0	4	0.1	-2	-0.2	-1.0	3
N/N=C1\CCCc2nonc21	5	-2	-1.4	17	4.7	-5	-0.1	-3.8	-3
O=C1NC(=O)N(c2ccc(F)cc2)C(=O)/C1=C/c1ccsc1	4	-6	0.2	10	0.0	-2	-0.8	-0.9	-3
O=C(c1ccccc1)c1ccc(OC(=O)C2CCCCC2)cc1	7	16	0.5	-4	2.1	21	-1.2	-3.2	1
Cc1ccc(S(=O)(=O)CC(N)=O)cc1	13	1	0.2	15	-0.3	1	-0.1	0.4	-11
N#Cc1ccccc1N1CCN(C(=O)c2ccc(NC(=O)c3ccc(Br)o3)cc2)CC1	-1	-5	0.0	nt	nt	1	-0.6	-0.2	nt
Clc1ccc(CSc2cnnc3ccccc23)cc1Cl	20	-5	-0.4	1	-7.3	3	0.4	-2.7	3
COc1ccc(Cl)cc1NC(=O)C/C(C)=N/NC(=O)CCc1ccccc1	11	14	3.6	4	1.1	1	2.4	-1.2	5

Compound activity deposited in PubChem by several laboratories.

Random draw from the library (roughly 2.3% active in at least one column).
